SENP8 block = human SENP8 protease inhibitors, primary screen, biochemical, fluorescence, Nedd8 protein substrate, uHTS. recombinant SENP8. inhibition, % at 20 µM. actives 0.64% (n = 360,000); in the data active means inhibition mostly above about 40%, no sharp cut-off; inactive means mostly below about 27%
Target sequence (Q96LD8 whole entry, looked up): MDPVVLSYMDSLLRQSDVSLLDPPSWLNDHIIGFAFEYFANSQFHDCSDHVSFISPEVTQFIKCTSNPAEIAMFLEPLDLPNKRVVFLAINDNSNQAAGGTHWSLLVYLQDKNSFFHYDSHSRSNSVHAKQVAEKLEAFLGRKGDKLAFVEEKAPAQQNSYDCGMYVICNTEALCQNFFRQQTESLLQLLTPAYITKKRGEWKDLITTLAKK
NR3A LBD binder = binders of NR3A ligand-binding domain, primary screen, biophysical, differential scanning fluorimetry, uHTS | Glutamate receptor ionotropic, NMDA 3A (GRIN3A) ligand-binding domain | NR3A LBD differential scanning fluorimetry, Tm shift; 0% = protein alone, 100% = glycine-bound protein | Tm shift relative to glycine control, % at 25 µM | actives 2.5% (n = 340,000) | AID 1259313, 2017;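 active means melting temperature shift of at least 10% of the positive control shift, at one fixed dose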
PfGluPho inh = PfG6PD enzyme inhibitors, primary screen, biochemical, fluorescence intensity, uHTS; glucose-6-phosphate dehydrogenase-6-phosphogluconolactonase (Plasmodium falciparum 3D7); inhibition, % at 20 µM; actives 0.78% (n = 350,000); PfGluPho enzyme, NADPH resazurin-diaphorase fluorescence;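 active means inhibition reaching at least a set limit at 20 µM in the primary screen, cut at about 59% in these data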;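 further: 0% = DMSO wells with substrate and 100% = DMSO wells lacking glucose-6-phosphate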
HKDC1 inhibitor = HKDC1 hexokinase inhibitors, primary screen, biochemical, fluorescence, uHTS; actives 0.16% (n = 340,000); recombinant HKDC1, G6PDH/diaphorase resazurin coupled fluorescence; Q2TB90; inhibition, % at 20 µM; AID 493160, 2011;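 active means inhibition above about 35% when tested at 20 µM, limit read from the data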;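 further: plate controls were DMSO wells with enzyme for no effect and DMSO wells lacking enzyme for full effect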
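Material: recombinant HKDC1 hexokinase; Amount: HKDC1 at 5 µg/mL; Medium: Tris pH 8.0 buffer with MgCl2, Tween-20, BSA, BME; Schedule: 90 min reaction incubation at room temperature, dark; Technique: coupled resazurin fluorescence, excitation 525 nm, emission 613 nm.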
ATG4B inh = ATG4B protease inhibitors, primary screen, biochemical, fluorescence, uHTS. ATG4B cleavage of LC3-PLA2, NBD-HPC fluorescence, 1 h. inhibition, % at 8.33 µM. Cysteine protease ATG4B (Homo sapiens), Q9Y4P1. AID 504462, 2011. actives 0.51% (n = 340,000); in the data active means inhibition above about 40%
Target sequence (Q9Y4P1 whole entry, looked up): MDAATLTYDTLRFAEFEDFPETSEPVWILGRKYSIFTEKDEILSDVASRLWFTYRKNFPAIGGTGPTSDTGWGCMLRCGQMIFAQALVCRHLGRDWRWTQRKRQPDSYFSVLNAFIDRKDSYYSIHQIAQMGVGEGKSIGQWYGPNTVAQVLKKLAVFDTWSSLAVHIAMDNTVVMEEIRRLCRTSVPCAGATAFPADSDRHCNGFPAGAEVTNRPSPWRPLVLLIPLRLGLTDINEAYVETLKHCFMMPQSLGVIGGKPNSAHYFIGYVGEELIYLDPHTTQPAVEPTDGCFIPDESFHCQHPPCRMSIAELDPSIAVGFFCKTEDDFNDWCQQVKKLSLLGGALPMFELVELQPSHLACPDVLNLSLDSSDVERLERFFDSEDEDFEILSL
SENP7 block = SENP7 protease inhibitors, primary screen, biochemical, luminescence, uHTS. Sentrin-specific protease 7 (Homo sapiens), Q9BQF6. recombinant SENP7, Z-RLRGG-aminoluciferin luminescence, 40 min. inhibition, % at 5 µM. actives 1.5% (n = 330,000). AID 434973, 2010;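 active means inhibition above about 50% at the single test dose, limit read from the data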;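 further: plate controls were DMSO with enzyme for no effect and no enzyme buffer wells for full effect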
MPTP inh = mitochondrial permeability transition pore inhibitors, primary screen, biochemical, isolated mouse mitochondria, absorbance; Ca2+ swelling absorbance, 30 min; inhibition, % at 10 µM; actives 1.4% (n = 360,000);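 active means inhibition of 50% or more, scaled per plate between neutral and stimulator controls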;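 further: 0% = DMSO wells given calcium and 100% = 1 mM EGTA wells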
SENP6 block = SENP6 protease inhibitors, primary screen, biochemical, luminescence, uHTS; Sentrin-specific protease 6 (Homo sapiens), Q9GZR1; Recombinant SENP6 catalytic domain, aminoluciferin luminescence; inhibition, % at 10 µM; actives 1.8% (n = 330,000);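 active means inhibition above about 50% at the single tested dose, limit read from the data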;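 further: plate controls were DMSO wells with enzyme for no effect and DMSO wells lacking enzyme for full effect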
Target sequence (Q9GZR1 628-1112 limits assumed): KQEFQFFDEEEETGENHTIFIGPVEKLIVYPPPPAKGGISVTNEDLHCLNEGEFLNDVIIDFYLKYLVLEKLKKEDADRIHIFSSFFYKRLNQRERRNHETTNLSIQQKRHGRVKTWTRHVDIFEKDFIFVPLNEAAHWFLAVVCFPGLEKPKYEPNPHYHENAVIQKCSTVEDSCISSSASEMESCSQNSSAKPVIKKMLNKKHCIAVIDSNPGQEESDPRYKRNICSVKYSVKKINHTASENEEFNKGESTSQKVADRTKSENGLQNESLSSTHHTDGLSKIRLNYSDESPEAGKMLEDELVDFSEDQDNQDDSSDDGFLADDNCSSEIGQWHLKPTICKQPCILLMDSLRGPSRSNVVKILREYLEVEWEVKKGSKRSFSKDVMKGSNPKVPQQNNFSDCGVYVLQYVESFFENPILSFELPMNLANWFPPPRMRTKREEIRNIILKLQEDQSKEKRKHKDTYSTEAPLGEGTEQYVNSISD
* hit, by the source's call; i = inactive; · = not tested or not shown. Hits appear at their usual frequency; 6.9% or so of the library scored in one or more.

NR3A LBD binder	SENP7 block	SENP8 block	ATG4B inh	SENP6 block	PfGluPho inh	HKDC1 inhibitor	MPTP inh	Molecule
0	1	6	12	-7	8	-3	-1.5	O=C(/C=C/c1ncc(C(F)(F)F)cc1Cl)OCc1ccccc1
1	4	8	-2	-34	-3	-1	0.1	CCOCCCNS(=O)(=O)c1cc2[nH]c3c(c2cc1C)C(=O)CC(C)(C)C3
-1	6	14	-8	1	-4	3	-1.5	CCC(=O)N1c2ccccc2NC2=C(C(=O)CCC2)C1c1ccc(N(C)C)cc1 (stereo unspecified)
-1	-2	24	-4	-11	4	-1	-1.8	COc1ccc(N2C(=O)CSC2c2ccc([N+](=O)[O-])cc2)cc1 (stereo unspecified)
-1	9	12	3	7	-2	2	-1.4	COc1cc(NC(=O)CSc2nnc(-c3cc(C)on3)o2)cc(OC)c1
-1	-9	11	0	-15	3	-6	1.8	CC1CCCCC1NCC(=O)Nc1ccccc1C(=O)Nc1ccccc1 (stereo unspecified)
1	-9	-1	-3	-16	0	-5	0.0	CCCS(=O)(=O)c1c(S(=O)(=O)CCC)c2cnccn2c1C(=O)c1ccc(F)cc1
3	6	15	-10	-2	2	-3	0.1	COC(=O)COc1ccc(Oc2nc(SC)nc(N(C)C)n2)nn1
-1	-6	24	8	-14	-6	-6	-1.3	CSc1nsc(SCC(=O)NC2CCCCC2)n1
-2	1	7	5	-6	-3	-7	-0.4	CC1CCN(CCn2c(=S)[nH]c3cc4c(cc3c2=O)OCO4)CC1
0	-1	17	10	10	-13	13	87*	S=C(Nc1ccc(Oc2ccccc2)cc1)NC1CCCC1
-11	-9	-6	3	-17	18	-1	0.1	COc1ccc(NC(=O)c2nc(C)c(C3(C)CC(c4ccccc4)=NO3)s2)cc1 (stereo unspecified)
-4	7	0	6	13	-4	2	1.9	COc1cccc(NC(=O)NCCCCc2ccccc2)c1
1	-2	15	3	-16	7	-5	12	CCCC1CC(CSc2ncn[nH]2)OC1=O (stereo unspecified)
-1	5	18	2	-1	-9	0	-0.4	CC(C)N(C(=O)CN1C(=O)C(=O)c2ccccc21)c1ccccc1
1	-11	-96	-3	-12	8	4	-0.8	COCCNC(=O)c1ccc2c3n(nc2c1)-c1ccc(Cl)cc1CO3
-2	5	-3	-5	-7	4	2	-1.1	CC(C)CCn1c(=O)c2sccc2n2c(CCCC(=O)N3CCN(c4ccccn4)CC3)nnc12
4	3	17	0	-15	12	-4	0.8	OC(CCN1CCOCC1)(c1ccc(Cl)cc1)C1CCCCC1 (stereo unspecified)
0	·	-274	-8	·	-28	-14	0.5	COc1cccc(/C=N/NC(=O)CNC(=O)C2COc3ccccc3O2)c1O (stereo unspecified)
1	-3	6	-4	8	7	2	0.5	CC(=O)Nc1cccc(Oc2nc(C(F)(F)F)nc3ccccc23)c1
1	5	8	1	-4	-7	-3	-0.8	C/C(=N\NC(=O)c1cccc(Br)c1)c1cccnc1
1	1	-157	16	-21	-37	-2	-2.9	COC(=O)c1c(NC(=O)C2CCCCC2C(=O)O)sc2c1CCCCC2 (stereo unspecified)
-9	6	35	-1	-1	-11	5	1.8	Cc1cc(NC(=O)C2CCN(S(=O)(=O)c3cnc[nH]3)CC2)ccc1Br
5	2	9	-11	0	19	-3	-0.3	C=CCNc1ncnc2c1cnn2-c1ccc(C)cc1C
-1	-11	10	-4	-30	-7	-5	-0.5	CN(C)S(=O)(=O)c1cc(NC(=O)Cn2ccsc2=N)ccc1Cl
-1	3	8	2	9	-5	-2	0.5	O=[N+]([O-])c1cccc(-c2noc3c2-c2nc(Cc4cccc5ccccc45)sc2CC3)c1
1	6	23	5	5	4	-5	-7.9	CCN1CCN(Cc2ccc(NC(=O)Nc3cccs3)cc2)CC1
-1	·	11	-3	·	-6	-5	-1.6	CSc1nc2ncncc2[nH]1
0	3	16	-10	-11	-4	2	-0.5	COc1ccc(N2C(=O)c3ccc(NC(C)=O)cc3C2=O)cc1
-1	4	16	2	-30	5	-14	10	CCn1cc(/C=N\NC(=O)c2ccc(Cl)cc2)cn1
-1	5	16	-3	-5	0	-3	0.5	CCCCc1nc2sc3c(c2c(=O)n1NC(=O)c1ccco1)CC(C)(C)OC3
2	-1	4	-2	1	-6	-3	-2.1	COc1ncc(-c2ccc3c(c2)S(=O)(=O)c2cccc(C(=O)O)c2C3=O)cn1
-11	·	-26	-3	·	-7	-3	1.5	O=C(C1CCC(CNc2nc(=S)[nH]c3ccccc23)CC1)N1CCN(c2ccc(F)cc2)CC1 (stereo unspecified)
0	5	8	-8	-23	-22	-7	12	COCCOC(=O)C1=C(C)NC(=O)NC1c1ccc(OC(=O)c2ccco2)c(OC)c1 (stereo unspecified)
0	3	28	50*	14	63*	-18	4.5	Cc1sc(NC(=O)c2ccccc2)c(C(=O)c2ccccc2)c1C
1	-2	12	7	10	6	-5	1.0	Cc1cccc(C)c1NC(=S)N(Cc1cccs1)C1CCCC1
9	5	-149	-4	23	7	9	0.4	CC(=O)Nc1cccc(-c2cc(C)c3cc4c(cc3n2)OCO4)c1
0	1	-3	0	4	5	-12	-0.8	O=C1c2ccccc2C(=O)N1c1ccc(Br)c2cccnc12
2	-14	14	-2	-17	7	-6	-1.2	O=C(Nc1ccnn1C1CCN(C2CCCC2)CC1)c1ccccc1Cl
0	6	7	-7	1	-8	3	-2.6	O=C(COC(=O)Cc1cccc(F)c1)NCCc1ccccc1
0	0	4	-4	-10	15	13	26	CCC(C)NC(C(=O)Nc1ccc(Cl)c([N+](=O)[O-])c1)c1ccccc1 (stereo unspecified)
0	13	3	-9	8	4	-2	0.6	COC(=O)c1ccc(OCC(=O)c2cccc(OC)c2)cc1
-3	5	21	6	-9	-2	7	24	Nc1cc(N2CCCCC2)c(Cl)cc1[N+](=O)[O-]
-32	-3	10	-14	-2	41	-5	1.6	COc1ccc(-n2cnc3cc(NS(=O)(=O)c4ccccc4)ccc32)cc1
2	-3	14	-4	-20	-14	-8	-0.7	CC(C)C(C)NC(=O)CN1C(=O)NC2(CCCCCC2)C1=O (stereo unspecified)
5	0	-288	0	-18	-3	-2	0.3	N#C/C(=C\c1ccncc1)c1ccc(NC(N)=O)cc1
-2	0	5	-12	0	28	-7	0.8	C/C=C/C(=O)OCC(=O)Nc1ccc(C)c(S(=O)(=O)N(C)C)c1
-6	7	8	-9	-12	-7	6	0.3	O=C1CCCC2=C1C1c3ccccc3C(=O)N1c1ccc(C(=O)c3ccccc3)cc1N2 (stereo unspecified)
1	3	-204	-15	-9	21	5	-0.1	Cc1ccc(NC(=S)N(CCN2CCOCC2)Cc2cc3cc4c(cc3[nH]c2=O)OCCO4)cc1
-1	-6	13	0	-14	6	-3	-0.4	CCSc1nnc(-c2ccncc2)n1Cc1ccccc1
0	-3	10	-12	-11	-2	6	-0.1	O=S1(=O)CCOC[C@H](Cc2ccccc2)N1Cc1ccc(Cl)cc1
25*	1	35	-13	0	10	-13	-0.2	O=C(N/N=C/c1c[nH]c2ccccc12)c1cccc([N+](=O)[O-])c1
-2	5	12	-5	12	1	2	0.2	C/C(O)=c1/c(=O)nc2cccc3c2=c1c1ccccc1c3=O
1	1	-24	12	40	-11	0	-1.2	C/C(=N\Nc1ccc(C(=O)O)cc1)c1ccc(Cl)s1
-2	-4	16	-4	-15	12	2	0.2	CCC(C)Oc1nc(C)cc(C)c1S(=O)(=O)c1ccccc1C (stereo unspecified)
2	2	4	-3	-6	8	1	-2.2	COc1ccc(C(=O)NCCS(=O)(=O)NCc2ccc(C)cc2)cc1
2	9	10	-5	-3	14	-2	1.7	CCO[C@H]1OC(C(=O)N2CCN(Cc3ccccc3)CC2)=C[C@@H](c2coc3ccccc3c2=O)[C@@H]1CCCO
2	-4	15	-9	-29	12	-1	0.0	CCOc1cccc(C(c2c(C)n(C)n(-c3ccccc3)c2=O)c2c(C)n(C)n(-c3ccccc3)c2=O)c1OC
0	-1	-29	-2	-15	13	-3	-0.2	CCOC(=O)N1CCC(NC(=O)CC2C(=O)NCCN2Cc2ccccc2)CC1 (stereo unspecified)
0	-4	26	14	-8	-19	-4	10	CCCC(=O)Nc1sc2c(c1C#N)CC(C)(C)NC2(C)C

Some of these compounds in order of formula weight, low to high.
NR3A LBD binder	SENP7 block	SENP8 block	ATG4B inh	SENP6 block	PfGluPho inh	HKDC1 inhibitor	MPTP inh	Molecule
-2	5	12	-5	12	1	2	0.2	C/C(O)=c1/c(=O)nc2cccc3c2=c1c1ccccc1c3=O
0	-1	17	10	10	-13	13	87*	S=C(Nc1ccc(Oc2ccccc2)cc1)NC1CCCC1
3	6	15	-10	-2	2	-3	0.1	COC(=O)COc1ccc(Oc2nc(SC)nc(N(C)C)n2)nn1
1	-11	-96	-3	-12	8	4	-0.8	COCCNC(=O)c1ccc2c3n(nc2c1)-c1ccc(Cl)cc1CO3
-11	-9	-6	3	-17	18	-1	0.1	COc1ccc(NC(=O)c2nc(C)c(C3(C)CC(c4ccccc4)=NO3)s2)cc1 (stereo unspecified)

Returning to the listing, starting two compounds before the break.
NR3A LBD binder	SENP7 block	SENP8 block	ATG4B inh	SENP6 block	PfGluPho inh	HKDC1 inhibitor	MPTP inh	Molecule
0	-1	-29	-2	-15	13	-3	-0.2	CCOC(=O)N1CCC(NC(=O)CC2C(=O)NCCN2Cc2ccccc2)CC1 (stereo unspecified)
0	-4	26	14	-8	-19	-4	10	CCCC(=O)Nc1sc2c(c1C#N)CC(C)(C)NC2(C)C
-2	-3	i	5	-1	-3	3	-0.2	Cc1ccc(-n2ccnc(SCC(=O)NC3CCCC3)c2=O)cc1Cl
2	-7	9	-4	-3	-3	-1	1.2	CCOC(=O)c1c(C)[nH]c(C)c1S(=O)(=O)NCCCN1CCOCC1
-2	-7	10	3	-10	3	-2	1.4	CCN1CCN(C(=O)c2c(-c3c(F)cccc3Cl)noc2C)CC1
5	0	5	-11	-7	-7	1	-0.4	Cc1cccc(NC(=O)CSCC(=O)Nc2ccccc2C(=O)NC2CC2)c1
-2	1	26	-2	3	-19	-14	-0.5	N/C(=N\OC(=O)Cc1ccccc1)c1ccncc1
-1	7	10	6	2	-7	-4	2.4	COc1ccc(S(=O)(=O)CCC(=O)N2CCN(c3ccccc3F)CC2)cc1
-1	-6	11	5	7	-10	6	-0.2	O=C(NNC(=O)c1ccc([N+](=O)[O-])cc1)c1ccc(Br)cc1
-1	0	6	3	8	3	16	0.2	CC(=O)OC1CC2(C)C(=O)CCC2C2CCc3cc(O)ccc3C12 (stereo unspecified)
1	-8	5	6	-14	-1	-1	0.3	CCO[C@H]1OC(C(=O)N2CCN(C)CC2)=C[C@@H](c2csc3ccccc23)[C@@H]1CCCO
-1	-2	0	-4	-21	-11	-3	-1.6	COc1cccc(C2(O)CC(C(F)(F)F)=NN2C(=O)c2ccccn2)c1 (stereo unspecified)
20*	-1	6	4	-20	15	4	-9.1	Cc1cc(C)cc(NC(=S)NCCc2c[nH]c3ccccc23)c1
0	6	30	-7	1	7	6	-5.0	O=[N+]([O-])c1cc(Cl)c2cccnc2c1O
2	-5	1	-2	-4	-9	5	0.2	COc1ccc(S(=O)(=O)N2CCCCCC2)cc1C(=O)N(C)Cc1cccs1
3	-6	12	-2	-3	0	2	-2.0	CSc1ccc(CN(C)CC(=O)NC(=O)NCCC2=CCCCC2)cc1
0	13	18	-5	-22	2	-16	-1.8	Cc1ccc(-c2nnn(CC(=O)N(CC(=O)NCC3CCCO3)c3ccccc3)n2)o1 (stereo unspecified)
-1	·	4	-7	·	-3	-5	0.1	CC(NC(=O)COC(=O)Cc1cccs1)c1ccc(F)cc1 (stereo unspecified)
